# Assay outcomes from PubChem BioAssay.
# PAFAH1B3 inh: PAFAH1B3 enzyme inhibitors, primary screen, biochemical, fluorescence polarization, human; Platelet-activating factor acetylhydrolase IB subunit alpha1 (Homo sapiens), Q15102; recombinant PAFAH1B3, FP-rhodamine probe; inhibition, % at 3.39 µM; 340,000 compounds, 0.28% hits; AID 492972, 2010;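 active means inhibition above the screen-wide average of all tested compounds plus 3 SD, cut at about 25% in these data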;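 further: 0% = enzyme with DMSO only and 100% = wells lacking PAFAH1B3 protein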
# Target sequence (Q15102 whole entry, looked up): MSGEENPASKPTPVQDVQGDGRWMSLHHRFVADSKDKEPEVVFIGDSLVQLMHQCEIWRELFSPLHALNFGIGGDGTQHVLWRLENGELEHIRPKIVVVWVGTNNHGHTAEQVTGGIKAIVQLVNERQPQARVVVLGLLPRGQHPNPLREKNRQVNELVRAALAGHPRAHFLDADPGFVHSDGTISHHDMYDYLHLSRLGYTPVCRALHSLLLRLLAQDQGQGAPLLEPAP
# PAFAH1B2 inh: PAFAH1B2 enzyme inhibitors, primary screen, biochemical, fluorescence polarization, human | recombinant PAFAH1B2, FP-rhodamine activity probe | inhibition, % at 3.39 µM | 340,000 compounds, 1.2% hits;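 active means inhibition above the mean of all tested compounds plus 3 SD, cut at about 24% in these data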;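 further: 0% = enzyme with DMSO and 100% = wells lacking PAFAH1B2; many of its hits are not listed in these tables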
# Target sequence (P68402 whole entry, looked up): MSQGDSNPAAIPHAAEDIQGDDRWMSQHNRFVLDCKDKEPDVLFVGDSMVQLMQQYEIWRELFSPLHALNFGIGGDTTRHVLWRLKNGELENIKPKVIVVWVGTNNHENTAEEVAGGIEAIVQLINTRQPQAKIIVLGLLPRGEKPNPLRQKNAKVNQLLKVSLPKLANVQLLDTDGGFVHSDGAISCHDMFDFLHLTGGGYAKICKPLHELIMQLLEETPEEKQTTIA
# PAFAH2 inh: PAFAH2 enzyme inhibitors, primary screen, biochemical, fluorescence polarization, human; AID 492956, 2010; recombinant PAFAH2, FP-rhodamine activity probe; inhibition, % at 3.39 µM; 340,000 compounds, 0.99% hits; Platelet-activating factor acetylhydrolase 2, cytoplasmic (Homo sapiens), Q99487;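 active means inhibition above the mean over all tested compounds plus 3 SD, cut at about 30% in these data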;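 further: inhibitors block probe labeling of enzyme so polarization drops; 0% = enzyme with DMSO and 100% = wells lacking PAFAH2 protein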
# Active calls of the source: *.
# Results follow in this order: PAFAH1B3 inh | PAFAH1B2 inh | PAFAH2 inh
O=C(C=C(C(=O)c1ccccc1)c1ccccc1)c1ccccc1
 : 1 | 7 | 6
COC(=O)Cc1ccc(OCC(=O)NC2CCCC2)cc1
 : 9 | 1 | 4
Cc1ccc(C)c(NC(=O)CCN2C(=O)c3ccccc3C2=O)c1
 : 11 | 7 | 2
O=C1C=CC(=Nc2ccc(F)cc2)O1
 : 6 | 1 | 2
NC(=O)c1nsc(C(=O)N(Cc2ccc(F)cc2)C(C(=O)NCC2CCCO2)c2ccc(O)cc2)c1N (stereo unspecified)
 : -9 | -2 | -7
Cc1cc2c(cc1C)N[C@]1(C[C@H]3CCCC(=O)N4CC[C@@H](C1)[C@@H]34)C(=NC(C)(C)CC(C)(C)C)N2
 : 1 | -2 | 13
O=C(CCl)NC(Cc1ccccc1)C(=O)OCC(=O)c1ccc(-c2ccccc2)cc1 (stereo unspecified)
 : 13 | 9 | 2
O=C(NC1CCCCC1)NS(=O)(=O)c1ccc2c(c1)CCC2
 : 16 | 11 | 5
NC(=O)c1cccc(-c2cnc(N)c(C(=O)c3cccnc3)n2)c1
 : 10 | 0 | 5
CCOc1ccc(Br)cc1S(=O)(=O)NCC(c1ccc(OC)cc1)N1CCOCC1 (stereo unspecified)
 : -2 | 4 | 13
OCC1OC(n2cnc3c(N4CCCCC4)ncnc32)C(O)C1O (stereo unspecified)
 : 8 | 4 | -4
CC(=O)c1ccc(NC(=O)c2cc(CC(C)C)nc3ccccc23)cc1
 : 6 | 1 | 2
Oc1ccc(C=NNc2nc3ccccc3s2)c(O)c1
 : 25 | 17 | 19
O=C(Cc1cccc(NC(=O)C2CCCN(C(=O)C3CC3)C2)c1)Nc1ccc(C(=O)N2CCCCC2)cc1 (stereo unspecified)
 : 7 | 6 | 19
O=C(CN1CCN(CC(=O)Nc2ccc3c(c2)OC2(CCCCC2)O3)CC1)Nc1cccc(F)c1
 : 2 | 0 | -1
Cc1cc(C)n(-c2nc3c(c(=O)n(C)c(=O)n3C)n2Cc2cccc(Br)c2)n1
 : 3 | 0 | -4
Brc1ccc2ncc3ccccc3c2c1
 : 6 | 8 | 1
NC(=O)C12C(=O)NC(=O)C1(C(=O)O)C21CCCC1 (stereo unspecified)
 : 9 | 1 | 3
O=C(Nc1ccc(OC(F)(F)F)cc1)c1cccc(-n2cnnn2)c1
 : 3 | 7 | -3
CN(Cc1nc2ccccc2c(=O)[nH]1)C(=O)c1cc(-c2ccc(Br)cc2)nc2ccccc12
 : -4 | -9 | -21
Cc1nc(N)c(C#N)c(-c2ccc3c(c2)OCO3)c1C
 : 9 | 3 | 0
O=C(CN(C(=O)c1csnn1)c1ccccc1Cl)NC1CCCCC1
 : 9 | 8 | 7
CN1C(=O)N(c2ccc(Cl)cc2)C(C)(O)CC1(C)C (stereo unspecified)
 : 10 | 0 | 0
COc1ccc2c3c(cccc13)C(=O)CC2
 : 110* | 100* | 126*
COc1ccc(NC(C)C(=O)N/N=C/c2c(O)ccc3ccccc23)cc1 (stereo unspecified)
 : 8 | 3 | 5
Cn1ccc(C(=O)Nc2cccnc2Cl)n1
 : 4 | -3 | -1
CC(C)N(Cc1nccn1C)C(=O)c1ccc2oc(Cc3ccccc3)nc2c1
 : 7 | 7 | 8
CC1C(=O)NN=C1c1ccc([N+](=O)[O-])cc1 (stereo unspecified)
 : -1 | -2 | 4
N#C/C(=C/C1=C(N2CCOCC2)C(=C/c2cccc([N+](=O)[O-])c2)/CC1)C(=O)Nc1ccccc1F
 : -28 | -16 | -24
C=C(C1=CCN(S(=O)(=O)C(C)(C)C)[C@H]1CCO)c1ccccc1
 : 3 | -3 | 6
O=C(CN1CCN(C(=O)c2ccco2)CC1)Nc1c2c(nc3c1CCC3)CCCC2
 : 3 | 0 | -5
O=C(CCCc1ccccn1)c1ccc(-c2ccccc2)cc1
 : 3 | 4 | -2
CCN(CC)CC(O)CNc1ccnc2c(Cl)ccc(Cl)c12 (stereo unspecified)
 : 10 | 4 | 5
O=S(=O)(c1cc(F)ccc1F)N1CCN(c2ncccn2)CC1
 : 6 | -2 | 5
Cc1onc(-c2c(F)cccc2Cl)c1C(=O)N1CCCC1
 : 7 | 6 | 7
CCCCN(C(=O)c1cc(CN2C(=O)c3ccccc3C2=O)ccc1OC)c1c(N)n(CC(C)C)c(=O)[nH]c1=O
 : 1 | 0 | -3
Cc1nn(-c2nccs2)c2c1C(=O)CC(C)(C)C2Br (stereo unspecified)
 : 11 | 4 | 6
Cc1nc(SCC(=O)N(CC(C)C)C2CCS(=O)(=O)C2)c(C#N)c(C)c1C (stereo unspecified)
 : 11 | -2 | 0
COCCCNC(=O)C(C#N)c1nc2ccccc2nc1N1CCN(Cc2ccccc2)CC1 (stereo unspecified)
 : -5 | 5 | -4
O=C1NC(Cc2ccc(O)cc2)c2nc3ccc(F)cc3c(=O)n2-c2cc(Cl)ccc21 (stereo unspecified)
 : 5 | 4 | -3
CCOc1ccc(C2/C(=C(\O)c3ccc4c(c3)OCCO4)C(=O)C(=O)N2CCN2CCOCC2)cc1OC (stereo unspecified)
 : 5 | 2 | 4
CCOC(=O)Nc1nc2ccc(Cn3cccc3)cc2[nH]1
 : 9 | 4 | 0
O=C1NC(=O)C(Cc2ccccc2)(c2ccccc2)N1 (stereo unspecified)
 : -1 | 0 | 3
Cc1ccc(C(=O)OC(C)C(=O)NCc2ccc3c(c2)OCO3)cc1S(=O)(=O)N1CCOCC1 (stereo unspecified)
 : -4 | 6 | 0
CCc1ccc2[nH]c(C(=O)Nc3ccc(C)c(F)c3)cc2c1
 : 6 | -2 | -6
Cc1ccc(-n2cnc3c(=O)[nH]cnc32)cc1
 : 6 | 0 | -3
Cc1ccc(CC(=O)NNC(=O)c2cccs2)cc1C
 : 4 | 9 | 18
Cc1ccc(CNC(=O)CNC(=S)N(Cc2ccccc2)Cc2ccccc2F)cc1
 : 5 | 4 | 10
COc1ccc(CC(=O)Nc2nnc(CC(C)C)s2)cc1S(=O)(=O)N1CCOCC1
 : 4 | 10 | 6
CN(C)C(=S)NC(=S)Nc1ccc2ccccc2c1
 : 12 | 6 | 4

# New compounds follow.
SMILES	PAFAH1B3 inh	PAFAH1B2 inh	PAFAH2 inh
CC(NC(=O)c1ccccc1Cl)NC(=O)c1ccccc1Cl	-3	-2	1
CCCCC(CCc1ccccn1)C(=O)c1ccccc1 (stereo unspecified)	9	4	4
O=[N+]([O-])/C=C\c1ccc(N2CCCC2)c(F)c1	-4	-1	-1
CCOC(=O)c1ccc(NC(=O)CN2CCN(CCN=CC3=C(O)CC(C)(C)CC3=O)CC2)cc1	-3	1	1
COc1ccc(C=NNc2nc3ccccc3s2)cc1	9	5	9
Cc1ccc(NC(=O)c2noc3c2CCC3)cc1C	10	9	15
C(=NN=C1c2ccccc2-c2ccccc21)c1c[nH]c2ccccc12	5	-2	-8
NC(=O)C1C2CCC(C2)C1C(N)=O (stereo unspecified)	2	5	9
Cn1c(=O)c2c(nc(Oc3ccccc3N)n2C)n(C)c1=O	3	-1	-3
CC(=O)N/N=C\c1ccccc1OC/C=C/c1ccccc1	8	-2	0
COC(=O)c1ccc2cc(OC)cc([N+](=O)[O-])c2n1	10	3	-2
CC(CNC(=O)CN1C(=O)NC2(CCCCC2C)C1=O)c1ccccc1 (stereo unspecified)	-2	2	0
Cc1ccc(-c2c(NC(=O)C(C)C)n(C)c3ccccc3c2=O)cc1	-1	-1	0
CCOC(=O)[C@H]1[C@H]2COc3ccc(Cl)cc3[C@@H]2N2C(=O)[C@H](C)NC(=O)[C@@]12C	-1	4	-6
COc1cc(CNC[C@H]2O[C@@H](n3cnc(C(N)=O)n3)[C@H](O)[C@@H]2O)ccc1OCc1cccc(Cl)c1	5	5	-6
CC(=O)c1c(C)[nH]c(C(=O)CN2C(=O)NC3(CCCCC3C)C2=O)c1C (stereo unspecified)	1	6	4
COc1ccc(NC(C)c2ccccc2)cc1 (stereo unspecified)	15	13	-7
Nc1o[nH]c(=O)c1C1CCCCC1	-2	8	-1
CC(=O)Nc1ccc(NC(=O)C(C)OC(=O)CN2C(=O)C3CCCCC3C2=O)cc1 (stereo unspecified)	6	2	-2
Cc1ccc(C2(C)NC(=O)N(CC(=O)N3CCN(S(=O)(=O)c4ccccc4[N+](=O)[O-])CC3)C2=O)cc1 (stereo unspecified)	7	7	-7

# Profiles, quoted from the list. Order of screens: PAFAH1B3 inh | PAFAH1B2 inh | PAFAH2 inh
# NC(=O)c1nsc(C(=O)N(Cc2ccc(F)cc2)C(C(=O)NCC2CCCO2)c2ccc(O)cc2)c1N (stereo unspecified) in the list: -9 | -2 | -7
# NC(=O)c1cccc(-c2cnc(N)c(C(=O)c3cccnc3)n2)c1 in the list: 10 | 0 | 5
# CN(C)C(=S)NC(=S)Nc1ccc2ccccc2c1 in the list: 12 | 6 | 4

# An excerpt from above in order of length of the SMILES, lowest first:
SMILES	PAFAH1B3 inh	PAFAH1B2 inh	PAFAH2 inh
Cc1ccc(-c2c(NC(=O)C(C)C)n(C)c3ccccc3c2=O)cc1	-1	-1	0
CC(=O)c1c(C)[nH]c(C(=O)CN2C(=O)NC3(CCCCC3C)C2=O)c1C (stereo unspecified)	1	6	4
CC(=O)Nc1ccc(NC(=O)C(C)OC(=O)CN2C(=O)C3CCCCC3C2=O)cc1 (stereo unspecified)	6	2	-2

# The list continues:
SMILES	PAFAH1B3 inh	PAFAH1B2 inh	PAFAH2 inh
COc1ccccc1NOC(=O)CCOc1ccccc1	10	8	-1
O=C(Nc1ccc(Br)cc1)C1Cc2ccccc2O/C1=N\O (stereo unspecified)	8	4	-2
CCC(C)(C)C1CCC2(CC1)NC(=O)N(CC(=O)NC(C)CCc1ccccc1)C2=O (stereo unspecified)	-3	8	3
Cc1ccc(NC(=O)CCS(=O)(=O)c2ccccc2)cc1S(=O)(=O)N1CCCCCC1	7	1	-5
Cc1c(O)nc(SCC(=O)Nc2cccc(C(F)(F)F)c2)n(-c2ccccc2)c1=O	2	0	-7
Cc1nc(C)c(C(=O)C2=C(O)C(=O)N(CCCn3ccnc3)C2c2ccccc2)s1 (stereo unspecified)	5	9	4
O=C1NC(=S)SC1=Cc1ccccc1Cl	1	10	-6
COCCN1C(=O)N(c2cccc(OC)c2)C(=O)C1CC(=O)Nc1cccc(F)c1 (stereo unspecified)	1	-1	-2
COc1cc(/C=C/C(=O)NNC(=O)c2cccc(S(=O)(=O)N(C)C)c2)cc(OC)c1OC	-1	4	-9
CCN(CC)c1ccc(/C=c2\sc3nc4ccccc4n3c2=O)c(O)c1	3	6	5
Cc1cccc(OC(C)C(=O)Nc2nc(-c3ccncc3)cs2)c1 (stereo unspecified)	-1	0	-2
COc1ccc(CC(=O)OCC(=O)Nc2ccc(F)cc2)cc1	3	9	28
Nc1nc(CCl)nc(Nc2ccc3ccccc3c2)n1	-7	0	0
Cc1ccc(S(=O)(=O)N2CCC(C(=O)Nc3nnc(COc4ccccc4)s3)CC2)cc1	-9	2	-4
Cc1cc(NC(=O)c2ccc(S(=O)(=O)N3CCCC3)cc2)nc2c1c(=O)oc1ccccc12	0	-2	5
CCNC(=O)N1CCCC(C(=O)c2ccc(-c3ccccc3)cc2)C1 (stereo unspecified)	10	-3	0
O=c1[nH]cnc(O)c1Nc1cccc(Cl)c1	4	-2	-4
CCCCNC(=O)N1CCc2[nH]c3ccccc3c2C1	9	7	3
COc1cc(/C=C2\SC(=O)N(CCN)C2=O)ccc1OS(=O)(=O)c1cc(C)ccc1C	6	6	14
O=C(C=Cc1ccccc1)c1cc(Br)ccc1O	4	4	-3
Cc1cc[n+](-c2[nH]c(=O)sc2/C=N/N=C(\[O-])c2ccccc2)cc1C	8	8	10
COC(=O)c1cc(NS(=O)(=O)c2cccs2)cc(NS(=O)(=O)c2cccs2)c1	7	3	32*
CN(C)c1nc(=NCc2cccs2)ss1	5	5	4
O=C(CSc1nnc(-c2ccccc2O)o1)N1CCOCC1	5	2	2
COc1ccc(CN(C)C(=O)Cn2cc(C)c(=O)[nH]c2=O)cc1OC	1	4	-6
Cc1ccc(N=Cc2c(O)c3ccccc3n(C)c2=O)cc1	16	-2	1
CC1(CO)COC2(OC1)C(=O)Nc1ccccc12 (stereo unspecified)	0	2	1
CC(=O)N1CCC(=NNS(=O)(=O)c2cccc([N+](=O)[O-])c2)CC1	3	4	1
O=C(Nc1ccccc1C(=O)Nc1ccccn1)c1cc(F)c(F)cc1Cl	-6	-2	-2
CCOc1ccc(NC(=O)CN(C)C(=O)c2cc([N+](=O)[O-])ccc2Sc2ccccc2)cc1OCC	8	9	4
CCCc1cc(CN2CCOCC2)c(O)c(CN2CCOCC2)c1O	16	8	2
CC(CC(=O)c1ccc(F)cc1)N1CCN(c2ccccc2)CC1 (stereo unspecified)	6	0	-2
COc1ccc(NC(=O)c2cnc3ccccn3c2=O)c(OC)c1	0	11	2
Cn1c(N)cc(=O)[nH]c1=S	5	9	4
COc1ccccc1OCCn1cc(C=O)c2ccccc21	3	6	-6
Oc1ccc(/C=N/NC(=S)Nc2cccnc2)c(O)c1O	17	9	22
CC(=O)c1ccc(Nc2nc(-c3cccnc3)cs2)cc1	10	-2	-2
O=C(NC1CCN(Cc2ccccc2)CC1)c1cc(S(=O)(=O)N2CCOCC2)ccc1Cl	2	1	3
COC(=O)c1sc2nc(-c3ccccc3)nc(N3CCN(C)CC3)c2c1C	7	1	-5
CC(C)c1cc(N=O)cc(C(C)C)c1O	-1	-3	-14

# This is a subset; rates above refer to the full screens.
